# VP16 counter: Gal4-VP16 reporter inhibition counter-screen | Drosophila S2 Gal4-VP16 UAS-luciferase, luminescence, 20 h | Potency, µM (titrated, usually from 53.6 µM), without a hit: at the highest dose activity, negative = inhibition, most hits filed as inhibitors | 310,000 tested, 3.5% active | AID 2546;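 note: Gal4-VP16 expression switched on by copper sulfate through the metallothionein promoter; potency is the fitted concentration of half-maximal effect; % is set by controls: 0 for no effect and ±100 for the full control effect; nearly all actives have a fitted effect of over 50% in size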
# RORg inh: inhibitors of mouse ROR gamma transcriptional activity. P51450. Drosophila S2 Gal4-RORgamma UAS-luciferase reporter, 20 h. Potency, µM (doses to about 53.6 µM), for the others: at the top dose activity change, negative = inhibition, actives largely listed as inhibitors. 310,000 tested, 5.4% active. AID 2551; note: potency is the fitted concentration of half-maximal effect; % is set by controls: 0 for no effect and ±100 for the full control effect; nearly all actives have a fitted effect of over 60% in size
#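 Using a luciferase readout, inhibitors were identified by reduced reporter activity in Drosophila cells coexpressing a copper-inducible Gal4–ROR gamma fusion and UAS-driven Photinus luciferase, incubated 20 hr after 700 uM copper sulfate.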
# FLuc counter: firefly luciferase modulation, counter-screen for miR-21 project; P08659; purified FLuc, Km substrates, luminescence inhibition; Potency, µM (highest dose often 57.5 µM), for inactives: at the highest dose activity change, negative = inhibition, most hits filed as inhibitors; 360,000 tested, 6.9% active; AID 588342;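 note: potency is the fitted concentration of half-maximal effect; plate controls were vehicle for no effect and reference inhibitor for full effect; nearly all actives have a fitted effect of over 55% in size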
# Target sequence (P08659 whole entry, looked up): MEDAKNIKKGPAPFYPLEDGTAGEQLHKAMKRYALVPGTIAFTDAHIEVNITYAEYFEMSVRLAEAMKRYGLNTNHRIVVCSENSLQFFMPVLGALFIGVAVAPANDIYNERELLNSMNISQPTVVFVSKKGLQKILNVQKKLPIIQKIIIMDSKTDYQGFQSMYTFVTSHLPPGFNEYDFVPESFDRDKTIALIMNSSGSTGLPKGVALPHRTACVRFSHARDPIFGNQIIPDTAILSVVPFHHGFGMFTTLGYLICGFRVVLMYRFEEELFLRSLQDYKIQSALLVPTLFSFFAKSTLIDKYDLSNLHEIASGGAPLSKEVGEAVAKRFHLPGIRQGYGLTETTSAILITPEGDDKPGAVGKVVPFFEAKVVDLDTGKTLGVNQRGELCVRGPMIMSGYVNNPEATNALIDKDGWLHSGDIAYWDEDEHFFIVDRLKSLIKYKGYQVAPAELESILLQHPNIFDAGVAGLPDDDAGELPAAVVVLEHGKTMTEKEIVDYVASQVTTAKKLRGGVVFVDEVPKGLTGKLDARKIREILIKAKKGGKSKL
#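 Purified P. pyralis luciferase (10nM final) with 10uM D-luciferin and 10uM ATP (Km levels) in 50mM Tris acetate pH 7.5, 10mM Mg acetate, 0.01% Tween-20, 0.05% BSA; qHTS 6-point titration, ~60 µM downward; luminescence read.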
# p53 reactivator: mutant p53 re-activation in reporter cells; Potency, µM (doses to about 92.2 µM), for inactives: top-dose activity change, positive = activation, most hits filed as activators; H1299 p53-A138V BP100-luciferase reporter, luminescence, 24 h; 320,000 tested, 0.063% active; AID 504706; note: potency is the fitted concentration of half-maximal effect; % of control where 0% means no effect; nearly all actives have a fitted effect of over 45% in size
#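 p53-null H1299 cells stably carrying temperature-sensitive p53-A138V and a BP100-luciferase reporter were pinned with compounds (4-point, 1:5 series) and held 24 hrs at 37 deg C. Luminescence was read 10 min after detection reagent.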
# Giardia killer: kills Giardia lamblia; activity change, % at 7.66 µM, hits read low; Giardia lamblia trophozoite viability; 340,000 tested, 0.15% active; AID 540267; in the data active = activity change below about -80%; inconclusive = between about -30% and that limit;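 note: parasites exposed to compound for two days anaerobically before the ATP read; % is set by controls: 0 for no effect and ±100 for the full control effect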
#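 Compounds were tested on trophozoites seeded at 100 cells/well and held 48 hrs at 37 deg C anaerobically. An ATP-based luminescent kit measured the remaining live cells.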
# BRCA1 expr act: BRCA1 expression activation | 380,000 tested, 1.1% active | Potency, µM (top dose mostly 46.1 µM), inactives show at the top dose activation, actives largely listed as activators | MCF7-BRCA1-FFLuc reporter, luminescence, 48 h; response scale: scaled: vehicle 0%, 10 µM genistein 100%; note: potency is the fitted concentration of half-maximal effect; nearly all actives have a fitted effect of over 80% in size; some results filed as inactive show a strong effect at the top dose
#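 Activators of BRCA1 expression were detected as increased firefly luciferase luminescence in engineered MCF7 cells after 48 h compound incubation. Signals were scaled to genistein 10 microM as full activation.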
# NPC1 prom act: activates the NPC1 promoter. Huh7 NPC1 promoter luciferase reporter, 24 h. Potency, µM (doses to about 9.22 µM), inactives show top-dose activation, usual class: activators. 320,000 tested, 2.4% active. AID 485313;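 note: potency is the fitted concentration of half-maximal effect; % of control where 0% means no effect; nearly all actives have a fitted effect of over 60% in size; reporter is driven by a mutant NPC1 promoter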
#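 Stably transfected Huh7 (NPC1 promoter→luciferase), 1500 cells/well in Opti-MEM + 10% FBS, 2 h settle, then compound 24 h at 37 °C. Luminescence after 10 min with Amplite reagent.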
# ELG1 genotox: induces genotoxicity in HEK293T cells with luciferase-tagged ELG1 | HEK293T ELG1-luciferase reporter, luminescence, 16 h | Potency, µM (titrated, usually from 46 µM), without a hit: at the highest dose activity change, positive = activation, most hits filed as activators | 330,000 tested, 1.3% active | AID 504466; note: potency is the fitted concentration of half-maximal effect; % of control where 0% means no effect; nearly all actives have a fitted effect of over 60% in size
#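 After overnight (16 hr) compound treatment at 37 °C, ELG1-luciferase HEK293T cells were lysed with ONE-Glo; luminescence quantified 30 min later at room temperature.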
# Rab9 prom act: activates the Rab9 promoter | AID 485297 | 320,000 tested, 2.8% active | Huh7 Rab9 promoter-luciferase reporter, luminescence, 24 h | Potency, µM (doses to about 9.22 µM), for inactives: at the top dose activation, negative = inhibition, most hits filed as activators; note: potency is the fitted concentration of half-maximal effect; % of control where 0% means no effect; nearly all actives have a fitted effect of over 60% in size
#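 Luciferase signal after 10 min detection reagent at ambient indicates Rab9 promoter upregulation; stably transfected Huh7 cells were treated 24 h with compound in DMSO at 37 °C, 5% CO2.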
# PKM2 activator: increases activity of human pyruvate kinase M2 | P14618 | purified PKM2, Kinase-Glo ATP luminescence, activation; response scale: 0% is enzyme alone, no compound | Potency, µM (highest dose often 57.5 µM), for inactives: at the top dose activation, actives largely listed as activators | 260,000 tested, 0.34% active; note: potency is the fitted concentration of half-maximal effect; % is set by controls: 0 for no effect and ±100 for the full control effect; nearly all actives have a fitted effect of over 55% in size
# Target sequence (P14618 whole entry, looked up): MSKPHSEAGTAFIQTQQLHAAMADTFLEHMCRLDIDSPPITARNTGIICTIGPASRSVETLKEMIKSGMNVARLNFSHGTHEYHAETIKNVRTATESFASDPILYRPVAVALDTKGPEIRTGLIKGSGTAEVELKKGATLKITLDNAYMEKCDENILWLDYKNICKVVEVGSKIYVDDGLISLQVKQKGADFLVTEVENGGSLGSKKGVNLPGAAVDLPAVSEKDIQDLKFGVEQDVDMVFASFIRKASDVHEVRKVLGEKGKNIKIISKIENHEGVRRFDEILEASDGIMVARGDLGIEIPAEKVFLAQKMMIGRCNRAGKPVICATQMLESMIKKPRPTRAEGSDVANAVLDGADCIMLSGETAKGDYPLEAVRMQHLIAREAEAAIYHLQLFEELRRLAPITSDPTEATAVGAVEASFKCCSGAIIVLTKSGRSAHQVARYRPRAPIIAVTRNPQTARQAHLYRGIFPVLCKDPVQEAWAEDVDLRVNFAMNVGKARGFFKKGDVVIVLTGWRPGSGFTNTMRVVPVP
#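 Purified hPK-M2 (>95% pure) converted ADP (0.1 mM final) to ATP with 0.5 mM PEP in 50 mM imidazole pH7.2, KCl, MgCl2, Tween 20, BSA; 1 h at room temperature. ATP detected by Kinase-Glo luminescence.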
# Menin-MLL TR inh: displaces Texas Red mutant MLL peptide from human menin; O00255; Potency, µM (titrated, usually from 61.6 µM), inactives show at the highest dose FP activity change, negative = inhibition, usual class: inhibitors; Menin + Texas Red MLL mutant peptide, fluorescence polarization; 270,000 tested, 0.23% active; active = well fitted inhibition curve with a large enough effect in the polarisation, with a control signal flat, not every such curve was filed as active; inconclusive = small, poorly fitted or top-dose-only effect, or effect the other way, or a change in a side signal; inactive = no such curve, though single readings can be large or run the other way; the % refers to the polarisation; note: potency is the fitted concentration of half-maximal effect; % of control where 0% means no effect; many of its hits are not listed in these tables
# * = called active by the depositor; ? = inconclusive; · = not tested or not shown; [ ] = remark or other dose. Unless noted, calls come from the whole dose curve; as a rule, active = well fitted curve in the direction sought with a large enough effect; inconclusive = small, poorly fitted or top-dose-only effect, or another doubt; inactive = no such curve, though single readings can be large; an effect the other way counts as inactive or inconclusive.
SMILES,VP16 counter,RORg inh,FLuc counter,p53 reactivator,Giardia killer,BRCA1 expr act,NPC1 prom act,ELG1 genotox,Rab9 prom act,PKM2 activator,Menin-MLL TR inh
CCCCn1nc(C(=O)Oc2ccc3c(C)cc(=O)oc3c2)c2ccccc2c1=O,-10%,2%,10%,7%,-20,0%,-1%,0%,0%,-2%,-18%
COc1ccc2nc(SCC(=O)N3CCNC3=O)[nH]c2c1,-7%,-24%,21µM*,?,-11,83%,2.5µM*,?,2µM*,-9%,4%
O=C(O)CC1=C(c2ccc(F)cc2)CCC1=O,-8%,3%,0%,-3%,-1,-17%,2%,2%,-1%,0%,0%
c1ccc(CCC2CCCCN2Cc2nc(C3CC3)no2)cc1 (centres undefined),5%,?,-8%,2%,22,-10%,-2%,-2%,-2%,-5%,?
CCOc1ccc(OCCSc2nc3ccccc3n2CC(=O)O)cc1,2%,-13%,?,15%,-8,0%,1%,-1%,4%,-1%[11.5 µM],5%
Cc1cccc(NC(=O)C2CCN(C(=O)c3ccccc3C)CC2)n1,·,·,3%,4%,14,3%,-6%,1%,-5%,·,·
Nc1cc(-c2cccc(F)c2)nn1S(=O)(=O)c1cccc2nsnc12,-4%,?,0%,1%,-20,0%,-1%,2%,2%,11%,?
CC(C(=O)Nc1cc(C(F)(F)F)ccc1N1CCOCC1)N1C(=O)C2CC=CCC2C1=O (centres undefined),4%,8%,3%,6%,-2,4%,-5%,0%,15%,-3%,6%
Cc1cc(NC(=O)c2ccc([N+](=O)[O-])cc2Cl)ccc1NC(=O)c1ccco1,?,4%,?,6%,1,29%,-1%,0%,-6%,-5%,-11%
CC1=C(C(=O)OCC(C)C)C2(O)C(=O)c3ccccc3C2(O)N1 (centres undefined),3%,41%,0%,-1%,-12,-29%,1%,2%,1%,-4%,-1%
CCn1c(O)c(N=NC(=O)C2C(=O)NCC2c2ccccc2)c2ccccc21 (centres undefined),-11%,2%,-2%,3%,0,-6%,-2%,1%,-9%,1%,76%[activator]
CC1CCCN(C(=O)Cc2cccc3ccccc23)C1 (centres undefined),12%,1%,-2%,13%,-4,15%,1%,15%,4%,0%,?
CCOC(=O)c1ccc(NC(=S)N(CCCN2CCCC(C)C2)Cc2ccco2)cc1 (centres undefined),-5%,-12%,2%,5%,1,-25%,5%,-4%,-2%,-16%,-9%
CCCOc1ccc(-c2c(C(=O)N/N=C/c3ccc(C)cc3)nnn2-c2nonc2N)cc1,-13%,?,-3%,-5%,-26,-38%,0%,-6%,-3%,2%,·
CCOc1ccc(C(=O)Nc2ccc(S(=O)(=O)Nc3cc(C)on3)cc2)cc1,-4%,30%,17µM*,6%,4,-4%,-2%,4%,1%,7%,26%
O=C(CCS(=O)(=O)c1ccccc1)NC1CCCC1,-6%,3%,?,17%,31[activator],10µM*,0%,11%,-2%,·,·
COCc1cc(=O)[nH]c(N2CCN(c3ccccc3OC)CC2)n1,-3%,14%,5%,3%,-1,-38%,-7%,1%,0%,4%,1%
COc1ccc(C)cc1NS(=O)(=O)c1cn(C)nc1C,4%[10 µM],3%,4%,-1%,0,21%,-1%,-2%,3%,-1%,?
CC1=CC(C)(C)n2c(O)c(C3=NC(=S)NC3=O)c3cc(OC(=O)c4cccc5ccccc45)cc1c32,-10%,8%,-15%,-1%,-1,-12%,-9%,-1%,-1%,-9%,?
Cc1cccc(S(=O)(=O)NCCC(=O)OC(C)C(=O)NC(=O)NC2CCCCC2)c1 (centres undefined),4%,18%,2%,-5%,-2,-3%,0%,-1%,7%,0%,-1%
CC(C)CCn1c(N2CCN(Cc3ccccc3)CC2)nc2c1c(=O)[nH]c(=O)n2C,-8%,22%,0%,-7%,·,·,-5%,-3%,1%,0%,-15%
Cc1ccccc1NC(=S)N(CCc1c(C)[nH]c2ccc(F)cc12)Cc1cccnc1,5%,-17%,-1%,-2%,-10,-32%,1%,-2%,-2%,0%,53%[activator]
c1ccc2c(c1)sc1nnnn12,-1%,-37%,0%,14%,-2,5%,8%,-1%,-7%,-9%,2%
COC(=O)NNC(=S)Nc1ccc(Br)cc1,-15%,14µM*,0%,0%,-7,18%,0%,0%,-7%,-30%,16%
Nc1n[nH]c2cccc(Cl)c12,-14%,?,4%,-4%,-10,36%,11%,-9%,-6%,0%,·
COc1ccccc1/C=C\C(=O)NCC(=O)N/N=C/c1ccc(O)cc1O,-2%,-12%,?,4%,-16,-83%,-6%,?,-1%,2%,·
Cc1c(C(=O)OCC(=O)N(C)Cc2ccccc2)oc2ccccc12,·,·,?,2%,-13,10%,1%,1%,-1%,·,·
Cc1cc(C(=O)NC2CCCCC2)c(C)n1-c1ccc(F)cc1,-7%,18%,6µM*,?,-18,?,2.8µM*,5.8µM*,2.5µM*,-15%,5%
CC(=O)c1ccc(N2CCN(C(=O)c3cn(Cc4ccccc4)nc3-c3cccnc3)CC2)c(F)c1,·,·,1%,-5%,2,-12%,-7%,-5%,-5%,·,·
CC(=O)Nc1ccc(S(=O)(=O)N2CCC(C(=O)c3ccc(F)cc3)CC2)cc1,-7%,-5%,-2%,-11%,-14,-40%,-1%,-11%,-1%,-7%,33%[activator]

# Among those listed so far, 3 contain a furan ring, fused or not.
SMILES,VP16 counter,RORg inh,FLuc counter,p53 reactivator,Giardia killer,BRCA1 expr act,NPC1 prom act,ELG1 genotox,Rab9 prom act,PKM2 activator,Menin-MLL TR inh
Cc1cc(NC(=O)c2ccc([N+](=O)[O-])cc2Cl)ccc1NC(=O)c1ccco1,?,4%,?,6%,1,29%,-1%,0%,-6%,-5%,-11%
CCOC(=O)c1ccc(NC(=S)N(CCCN2CCCC(C)C2)Cc2ccco2)cc1 (centres undefined),-5%,-12%,2%,5%,1,-25%,5%,-4%,-2%,-16%,-9%
Cc1c(C(=O)OCC(=O)N(C)Cc2ccccc2)oc2ccccc12,·,·,?,2%,-13,10%,1%,1%,-1%,·,·

# Further entries.
SMILES,VP16 counter,RORg inh,FLuc counter,p53 reactivator,Giardia killer,BRCA1 expr act,NPC1 prom act,ELG1 genotox,Rab9 prom act,PKM2 activator,Menin-MLL TR inh
COc1ccc(CNC(=O)CC2C(=O)NCCN2CC(C)(C)C)c(OC)c1 (centres undefined),2%,24%,4%,1%,-7,-1%,-4%,0%,-11%,-1%,-23%
O=S(=O)(c1ccc2c(c1)OCCO2)C1CCC(S(=O)(=O)c2c(F)cccc2F)CC1 (centres undefined),·,·,0%,2%,-12,-6%,1%,-1%,1%,·,·
Cc1ccc(S(=O)(=O)CCNC(=O)Cc2ccccc2)cc1,-1%,15%,3%,0%,3,12%,-4%,4%,-6%,9%,-3%
O=C(NCCOc1ccccc1F)c1ccccc1SCc1ccc(F)cc1,-9%,22%,-1%,-2%,-16,-19%,-2%,-5%,-5%,-1%,1%
CN(Cc1ccco1)S(=O)(=O)c1nnc(NC(=O)c2cccc(Cl)c2)s1,1%,23%,27µM*,?,2,?,29%,-2%,25%,·,·
COc1cc(/C=C2/C(=N)N3C(=NC2=O)SN=C3S(C)(=O)=O)ccc1OC(=O)c1ccco1,-20%,-1%,11µM*,21%,9,8%,1%,0%[9.26 µM],5%,·,?
COc1ccc(CCN=C(C)c2cc(C)c(C)cc2O)cc1OC,0%,-15%,0%,-1%,24,-4%,-2%,-2%,11%,·,12%
COc1ccc(NC(=S)NC2CCCCCC2)c(OC)c1,7.1µM*,3.2µM*,-15%,3%,20,15%,-4%,-4%,-1%,4%,-1%
C=CCOc1ccccc1CNc1ccccc1C,?,-15%,0%,4%,17,-37%,0%,0%,-4%,7%,-16%

# With a hit mark in RORg inh, of those listed so far:
molecule	RORg inh	p53 reactivator	BRCA1 expr act	NPC1 prom act	Rab9 prom act	PKM2 activator	Menin-MLL TR inh
COC(=O)NNC(=S)Nc1ccc(Br)cc1	14µM*	0%	18%	0%	-7%	-30%	16%
COc1ccc(NC(=S)NC2CCCCCC2)c(OC)c1	3.2µM*	3%	15%	-4%	-1%	4%	-1%

# Screening results: PubChem, National Center for Advancing Translational Sciences (NCATS)

# Only part of the results is shown (hit frequency here may not be typical).
